BLM inh = Bloom syndrome helicase (human) inhibition. P54132. recombinant BLM DNA unwinding, fluorescence dequenching. Potency, µM (titrated, usually from 56.1 µM), without a hit: at the top dose activity change, negative = inhibition, usual class: inhibitors. 0.2% of 350,000 active. AID 2528;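 note: plate controls were vehicle for no effect and no enzyme for full effect; nearly all actives have a fitted effect of over 35% in size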
APE1 inh = inhibitors of human APE1 endonuclease; P27695; recombinant APE1, TAMRA/BHQ-2 abasic DNA cleavage fluorescence; Potency, µM (doses to about 65.8 µM), for the others: at the highest dose activity change, negative = inhibition, most hits filed as inhibitors; 0.35% of 350,000 active;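 note: plate controls were vehicle for no effect and reference inhibitor for full effect; nearly all actives have a fitted effect of over 55% in size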
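Substrate: short duplex with […] THF abasic site, 5'-TAMRA and 3'-BHQ-2, 50 nM final. APE1 at 0.75 nM, preincubated 15 min RT with compound. Fluorescence increase from first to third read measured activity.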
Pol eta inh = inhibitors of human DNA polymerase eta. Q9Y253. recombinant Pol eta, fluorescent DNA replication assay. Potency, µM (series often up to 114 µM), for the others: at the highest dose activity change, negative = inhibition, most hits filed as inhibitors. 1.2% of 390,000 active. AID 588591; note: % is set by controls: 0 for no effect and ±100 for the full control effect
Target sequence (Q9Y253 whole entry, looked up): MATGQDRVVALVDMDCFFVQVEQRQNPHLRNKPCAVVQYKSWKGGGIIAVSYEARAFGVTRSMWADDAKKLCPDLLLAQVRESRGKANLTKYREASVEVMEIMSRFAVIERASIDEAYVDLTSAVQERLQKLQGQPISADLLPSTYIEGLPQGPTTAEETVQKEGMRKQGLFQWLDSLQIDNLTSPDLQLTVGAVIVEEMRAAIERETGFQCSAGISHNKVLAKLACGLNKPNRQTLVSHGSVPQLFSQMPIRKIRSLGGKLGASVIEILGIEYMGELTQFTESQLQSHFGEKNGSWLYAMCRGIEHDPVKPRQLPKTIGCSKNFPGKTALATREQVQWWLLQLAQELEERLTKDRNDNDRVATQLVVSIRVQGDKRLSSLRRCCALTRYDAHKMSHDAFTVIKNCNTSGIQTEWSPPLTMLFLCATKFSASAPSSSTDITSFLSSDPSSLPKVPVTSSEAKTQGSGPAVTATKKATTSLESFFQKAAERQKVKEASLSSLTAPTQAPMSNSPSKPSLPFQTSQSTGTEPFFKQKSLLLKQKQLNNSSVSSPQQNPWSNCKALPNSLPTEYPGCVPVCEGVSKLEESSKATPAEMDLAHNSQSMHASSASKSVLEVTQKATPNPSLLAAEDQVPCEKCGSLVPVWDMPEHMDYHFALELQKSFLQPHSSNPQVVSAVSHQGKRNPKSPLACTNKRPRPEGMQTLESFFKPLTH
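Pol eta at 10 nM preincubated with compounds 15 min at room temperature; reaction started with fluorescent substrate (50 nM final) and read kinetically at 0 and 10 min.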
G9a block = blocks human histone lysine methyltransferase G9a | G9a H3K9 monomethylation, AlphaScreen, 2 h | 8.8% of 350,000 active | Potency, µM (titrated, usually from 102 µM), without a hit: at the top dose activity, negative = inhibition, hits mostly inhibitors | Q96KQ7; note: % is set by controls: 0 for no effect and ±100 for the full control effect; nearly all actives have a fitted effect of over 75% in size
Target sequence (Q96KQ7 913-1193 limits assumed): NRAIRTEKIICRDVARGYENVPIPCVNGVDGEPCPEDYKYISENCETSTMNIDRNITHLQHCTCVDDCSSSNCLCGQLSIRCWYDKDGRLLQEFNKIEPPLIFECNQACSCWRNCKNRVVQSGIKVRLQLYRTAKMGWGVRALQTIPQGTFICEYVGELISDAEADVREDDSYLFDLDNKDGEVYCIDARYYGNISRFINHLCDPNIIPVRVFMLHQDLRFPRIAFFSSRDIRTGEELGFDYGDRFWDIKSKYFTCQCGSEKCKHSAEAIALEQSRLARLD
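Signal arises when biotinylated H3K9 peptide, once monomethylated, bridges streptavidin donor and antibody-captured acceptor beads. Enzyme at 20 nM was preincubated 15 min with test compounds; peptide 500 nM and SAM 20 uM then reacted for 2 h.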
JMJD2A Tudor = inhibitors of human JMJD2A Tudor domain. AlphaScreen JMJD2A-Tudor / H3K4me3 peptide binding. 4.4% of 390,000 active. AID 504339. Potency, µM (titrated, usually from 114 µM), for the others: top-dose activity change, negative = inhibition, hits mostly inhibitors; note: % is set by controls: 0 for no effect and ±100 for the full control effect; nearly all actives have a fitted effect of over 50% in size
Pol kappa inh = inhibitors of human DNA polymerase kappa. AID 588579. 0.53% of 400,000 active. Q9UBT6. purified Pol kappa, fluorescent DNA synthesis assay, 10 min. Potency, µM (titrated, usually from 107 µM), for the others: at the highest dose activity, negative = inhibition, most hits filed as inhibitors; note: % is set by controls: 0 for no effect and ±100 for the full control effect
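Inhibition of 10 nM Pol kappa is measured by a fluorescent read-out at 0 and 10 min following addition of 50 nM substrate (final), with a 15-min room-temperature compound preincubation.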
BAZ2B inh = BAZ2B (human) inhibition. AlphaScreen BAZ2B-H3K14Ac peptide displacement. Potency, µM (titrated, usually from 114 µM), for the others: top-dose activity change, negative = inhibition, most hits filed as inhibitors. Q9UIF8. 4.4% of 360,000 active; note: % is set by controls: 0 for no effect and ±100 for the full control effect; nearly all actives have a fitted effect of over 60% in size
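AlphaScreen displacement of biotin-H3(5-23)K14Ac peptide (50 nM final) from BAZ2B (50 nM final) in PBS pH 7.4, 0.01% Tween-20; complex preformed 30 min RT, then compounds (top 110 uM) 30 min RT, beads 20 min dark.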
Pol iota inh = blocks human DNA polymerase iota activity; 1% of 390,000 active; Pol iota fluorescent replication assay, 10 min; Q9UNA4; Potency, µM (top dose mostly 115 µM), for the others: at the top dose activity, negative = inhibition, usual class: inhibitors
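Pol iota at 10 nM preincubated 15 min with compounds at room temperature; reaction started with fluorescent substrate, 50 nM final. Fluorescence read kinetically at 0 and 10 min; buffer-only wells as negative control.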
Pol beta inh = blocks human DNA polymerase beta activity | P06746 | Potency, µM (top dose mostly 114 µM), for inactives: top-dose activity change, negative = inhibition, actives largely listed as inhibitors | Pol beta primer extension/strand displacement, fluorescence kinetic | 1.3% of 340,000 active; note: % is set by controls: 0 for no effect and ±100 for the full control effect
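Pol beta (10 nM) and compounds were preincubated 15 min at room temperature, then 50 nM substrate (final) started primer extension/strand displacement. Reads were taken at 0 and 10 min; concentration-response data were fitted to a four-parameter Hill equation.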
Active calls of the source: *; ? = inconclusive; / = no result given; [ ] = dose if it differs, or a comment. Calls come from the whole dose curve; as a rule, active = well fitted curve in the direction sought with a large enough effect; inconclusive = small, poorly fitted or top-dose-only effect, or another doubt; inactive = no such curve, though single readings can be large; an effect the other way counts as inactive or inconclusive. Potency is the fitted concentration of half-maximal effect. Only part of the results is shown; rates above refer to the full screens.

| Pol eta inh | G9a block | BAZ2B inh | Pol iota inh | Pol kappa inh | Pol beta inh | BLM inh | JMJD2A Tudor | Structure | APE1 inh |
| --- | --- | --- | --- | --- | --- | --- | --- | --- | --- |
| -13% | / | / | 20% | -3% | / | / | -5% | CCOc1cc(C(=O)NC2CCCCCCC2)cc(OCC)c1OCC | / |
| -10% | -7% | -21% | 21% | 3% | 5% | -4% | -35% | C(=N\Nc1nc2ccccc2[nH]1)/c1ccc2c(c1)OCO2 | -5% |
| 10% | 5%[12.7 µM] | -8% | 3% | -3% | -28% | -8% | -17% | O=C1CCC(=O)N1CCC(c1ccc(F)cc1)c1ccco1 (stereo not given) | -5% |
| 1% | 50% | -5% | -3% | -1% | -27% | -1% | 1% | CCCCCCc1nnc(NC(=O)c2ccco2)s1 | 10% |
| 1% | 79µM* | -1% | 9% | -10% | 0% | -6% | -27% | C/C(=C\C(=O)c1ccccc1)Nc1ccc(N2CCOCC2)cc1 | 5% |
| -20% | 20% | -1% | 51%[activator] | -2% | 2% | 0% | -13% | Cc1ccc(OC(C)C(=O)Nc2ccccc2C(=O)N2CCOCC2)cc1 (stereo not given) | 10% |
| -7% | / | / | -6% | -23% | / | / | -7% | Nc1c(N(CCO)C(=O)c2ccccc2OCc2ccccc2Cl)c(=O)[nH]c(=O)n1Cc1ccccc1 | / |
| -8% | ? | -34% | ? | -3% | 2% | 2% | 4µM* | CCOC(=O)C1CCN(Cc2ccc(F)cc2)CC1 | 2% |
| 7% | -6%[12.7 µM] | -5% | 6% | -7% | -12% | -5% | 1% | CC(=O)OC(C(=O)NC1CCCCC1)c1ccccc1 (stereo not given) | 11% |
| -13% | -1% | -10% | 47%[activator] | 1% | 3% | -8% | -20% | CCOc1ccc(CCNc2nc3ccc(C)cc3n3cnnc23)cc1OCC | 17% |
| -6% | 9%[59 µM] | ? | -27% | -9% | 6% | -7% | -10% | O=C(Nc1ccccc1)c1ccccc1CCc1ccccc1 | 3% |
| / | 28%[12.7 µM] | / | / | -9%[60.1 µM] | / | 4% | / | O=C(c1cnccn1)N1CCC2(CC1)CN(c1ccncc1)C2 | 2% |
| -4% | 27%[59 µM] | -13% | -12% | -19% | 20% | -6% | 3% | O=C(CCN1C(=O)/C(=C/c2ccc(Cl)cc2)SC1=S)NC1C=CS(=O)(=O)C1 (stereo not given) | -2% |
| -16% | / | / | -8% | 5% | / | / | -1% | O=C(N[C@@H]1c2ccccc2CC[C@@H]1OCc1ccccc1)c1ccc(-c2ccccc2)cc1 | -8% |
| ? | / | / | -1% | 6% | / | / | ? | NC(=S)NN=C1c2ccccc2-c2c(F)c(F)c(F)c(F)c21 | / |
| -3% | -18%[59 µM] | 3%[57.1 µM] | 6% | -10% | 11% | -2% | -10% | CCc1cccc(CC)c1NC(=O)CCS(=O)(=O)c1ccc(Br)cc1 | / |
| -22% | / | ? | 163%[activator] | -3% | 36% | -7% | ? | N/C(=N\OC(=O)Cc1ccc([N+](=O)[O-])cc1)c1cccc(Br)c1 | 5% |
| -3% | 50µM* | ? | 19% | 0% | 19% | -1% | ? | O=C(Oc1ccccc1C(=S)N1CCOCC1)c1ccc([N+](=O)[O-])cc1[N+](=O)[O-] | 31% |
| -22% | 8.9µM* | 56µM* | 9% | -14% | -11% | -1% | 25µM* | COc1ccc(S(=O)(=O)N2CCC(N3CCCC3)CC2)cc1 | 45%[activator] |
| / | ? | -21% | -25% | -23% | ? | -8% | -36% | Cc1ccc2oc(-c3cc(NC(=O)/C=C/c4ccco4)ccc3Cl)nc2c1 | / |
| -26% | ? | -34% | 13% | -9% | -21% | -9% | -25% | CCN(CC)S(=O)(=O)c1ccc(C(=O)NCCSc2c[nH]c3ccccc23)cc1 | 2% |
| 11% | -6%[59 µM] | -3% | 6% | 0% | -3% | -1% | -12% | COc1cccc2cc(C(=O)N(C)C)c(=O)oc12 | 1% |
| 2% | 4.5µM* | -35% | 2% | -3% | 0% | -1% | 35µM* | Cc1ccc(S(=O)(=O)N=Nc2c(O)[nH]c3ccccc23)cc1C | 0% |
| -3% | 0%[12.7 µM] | -6% | -35% | -3% | -10% | 0% | -14% | CCn1c(SC)nc2c(c1=O)SC(C)C2 (stereo not given) | 1% |
| -11% | 10µM* | 7% | 15% | -4% | 32% | -7% | 28µM* | Cc1nnc(C)n1/N=C/c1cc(Br)ccc1O | 10% |
| -18% | -16%[59 µM] | -7% | -10% | -10% | -10% | -10% | -21% | CCCc1nc2ccccc2c(C(=O)OCC(=O)NCc2ccc3c(c2)OCO3)c1CC | -9% |
| -28% | 50µM* | -9% | 24% | -6% | / | / | 19% | O=C(c1ccc(-c2cccc(C(F)(F)F)c2)o1)N1CCCCCCC1 | -13% |
| -22% | 47%[activator] | 31% | -15% | -7% | 4% | -8% | 105%[activator] | COc1cnc(-c2ccccc2)nc1Oc1cccc(C)c1C | 0% |
| 2% | / | / | 15% | -16% | / | / | -12% | CN1CCC(N(C)C(=O)/C(C#N)=C\c2ccc(OC(F)F)cc2)CC1 | / |
| -15% | 2.5µM* | -3% | -10% | 5% | -2% | 4% | 28µM* | O=C(NC(=S)NNC(=O)c1ccccc1[N+](=O)[O-])c1ccccc1 | 19% |
| -4% | 3% | 3% | 8% | -17% | 2% | 1% | -12% | CCOc1cc(C2CC(=O)Nc3cc(C)c(C)cc32)ccc1O (stereo not given) | 6% |
| -8% | 470%[activator] | 114%[activator] | 148%[activator] | -5% | -1% | -2% | 104%[activator] | Cc1ccc(CSc2ncnc3onc(C)c23)cc1 | 3% |
| 0% | -12% | -20% | -7% | 0% | 0% | -10% | -20% | CCCCCCCNC(=O)C1(CC2CC(c3ccc(Cl)cc3)=NO2)CCN(C(=O)OC(C)(C)C)CC1 (stereo not given) | 4% |
| 1% | -37% | 0% | -9% | -19% | 3% | -8% | -7% | O=C(COC(=O)c1cncc(Br)c1)NCc1ccc2c(c1)OCO2 | -4% |
| -22% | -9% | 3% | 89%[activator] | -6% | 25% | -7% | -11% | CC(C)(C)c1ccc(OCCCC(=O)Nc2ccc(S(N)(=O)=O)cc2)cc1 | -6% |
| -6% | 1%[59 µM] | 10% | -4% | -22% | 0% | 0% | ? | O=C(Nc1cc(=O)[nH]c2ncnn12)c1ccccc1Cl | 0% |
| 3% | / | -5% | 1% | -20% | 19% | -3% | 12% | COc1ccc(NC(=O)Cn2c3ccc(OC)cc3c3nc4n(c(=O)c32)CCS4)cc1 | -15% |
| ? | -8%[12.7 µM] | 0% | 2% | -9% | -19% | 3% | -15% | CCOCCCNc1nc2ccccc2[nH]1 | -4% |
| -11% | / | / | 15% | -3% | / | / | -14% | C[C@H](CO)N1C[C@H](C)[C@@H](CN(C)S(=O)(=O)c2ccc(F)cc2)Oc2c(NS(=O)(=O)c3ccccc3)cccc2C1=O | -7% |
| -14% | / | ? | 44%[activator] | 6% | 9% | -3% | -29% | COc1ccc(O)c(CN2CCCC(N3CCc4ccccc4C3)C2)c1 (stereo not given) | 11% |
| -14% | -31% | 2% | -2% | -15% | / | / | -12% | Cc1ccc(NC(=O)COC(=O)C2(C)CC2(Cl)Cl)cc1S(=O)(=O)N1CCOCC1 (stereo not given) | 7% |
| -10% | 6%[12.7 µM] | -3% | 11% | -4% | / | / | -7% | O=C(COC(=O)c1cc(Cl)ccc1O)Nc1ccc2c(c1)OCCO2 | 10% |
| -14% | 0%[59 µM] | 12% | 2% | -11% | 0% | -3% | -11% | COc1ccc(C)cc1S(=O)(=O)NC1CCCCC1C (stereo not given) | -5% |
| -1% | -11%[59 µM] | 1% | 5% | 1% | 13% | -1% | ? | CCOC(=O)N1CCN(CC(O)COc2c(OC)cccc2OC)CC1 (stereo not given) | 4% |
| -5% | 50µM* | 19% | 16% | 3% | 15% | -1% | 9% | CC(=O)c1cccc(S(=O)(=O)NCCC(=O)Nc2ccc(S(N)(=O)=O)cc2)c1 | 66%[activator] |
| -4% | 89µM* | -9%[57.1 µM] | 12% | -4% | 4% | -2% | -18% | CC(C)Cc1cc(C(=O)N(C)C2CCCN(Cc3ccccc3F)C2)n(C)n1 (stereo not given) | 5% |
| 2% | -12%[59 µM] | 0% | -7% | -6% | 24% | -14% | -10% | O=C(c1cc(NC(=O)C23CC4CC(CC(C4)C2)C3)cc(NC(=O)C23CC4CC(CC(C4)C2)C3)c1)N1CCCCC1 | 10% |
| / | -1%[0.501 µM] | / | / | -6%[60.1 µM] | / | -7% | / | O=c1c(-c2cc(F)cc(F)c2)nc2cncnc2n1Cc1ccccc1Cl | 18% |
| -16% | 79µM* | -8% | ? | -4% | 2% | -1% | -11%[11.4 µM] | COc1ccc2nc(NC(=O)Cc3ccc(OC)c(S(=O)(=O)N4CCOCC4)c3)sc2c1 | 3% |
| -3% | -5%[2.33 µM] | 33% | -1% | -8% | 12% | -3% | 18% | Clc1ccc(Oc2ccccc2)c2ncccc12 | 3% |
| ? | -5%[59 µM] | ? | 4% | -8% | 0% | -10% | -3% | CCN(CC)c1ccc(C(=O)OCC(=O)Nc2sccc2C#N)cc1 | -6% |
| -1% | / | ? | ? | -7% | 2% | -6% | -6% | O=C(Nc1cccc(C(=O)O)c1)/C(=C\c1ccc2c(c1)OCO2)NC(=O)c1ccccc1Cl | -11% |
| -2% | -2% | -16% | -11% | -10% | -15% | 2% | -21% | O=C(NC1CCN(Cc2ccccc2)CC1)c1ccc(S(=O)(=O)NCc2ccco2)cc1 | -2% |
| -8% | 0% | -17% | -7% | -10% | -24% | -1% | -7% | Cc1ccccc1NC(=O)c1cc(S(=O)(=O)N2CCCCC2)cs1 | -3% |
| -16% | 59%[activator] | -9% | 37%[activator] | 4% | 22% | -9% | -11% | CC(Oc1ccccc1)C(=O)N1CCN(C(=O)C(C)Oc2ccccc2)CC1 (stereo not given) | 2% |

Entries of single compounds, looked up by structure:
Profile of COc1ccc(S(=O)(=O)N2CCC(N3CCCC3)CC2)cc1 → Pol eta inh = -22%; G9a block = 8.9µM*; BAZ2B inh = 56µM*; Pol iota inh = 9%; Pol kappa inh = -14%; Pol beta inh = -11%; BLM inh = -1%; JMJD2A Tudor = 25µM*; APE1 inh = 45%[activator]
Profile of CCOc1ccc(CCNc2nc3ccc(C)cc3n3cnnc23)cc1OCC → Pol eta inh = -13%; G9a block = -1%; BAZ2B inh = -10%; Pol iota inh = 47%[activator]; Pol kappa inh = 1%; Pol beta inh = 3%; BLM inh = -8%; JMJD2A Tudor = -20%; APE1 inh = 17%

Screening data as filed in PubChem BioAssay.
